Screening data from PubChem BioAssay.
hiPSC survival – enhancers of human iPSC single-cell survival. AID 602274. 360,000 tested, 0.044% active. hiPSC single-cell survival, ATPlite luminescence; 100% = ROCK inhibitor wells, 0% = DMSO. survival enhancement, % at 20 µM; in the data active = survival enhancement above about 18%;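 note: cells exposed to compounds for 16 hours before the ATP read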
Cardio protect – modulators protecting cardiomyocytes from myocardial damage; H9c2 cardiomyocytes, H2O2 injury protection, ATPLite, 2 h; 360,000 tested, 0.63% active; AID 588492; protection from H2O2 cell death, % at 20 µM;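 active = compounds giving at least 50% protection of heart cells from peroxide-induced death in the single-dose screen, raw or plate-pattern-corrected value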;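 note: 0% = DMSO wells with peroxide and 100% = DMSO wells without peroxide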
CaV13 ICDI inh – Disruptors of the CACNA1D IQ motif to Ca2+-dependent inactivation inhibitor domain association, primary screening, Förster resonance energy transfer in intact living …. HEK cells, CFP/YFP FRET ICDI-IQ, plate reader, 10 min; percent FRET-ratio fall versus neutral wells. inhibition, % at 12.3 µM. 340,000 tested, 0.098% active. AID 743397;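 active = mean replicate inhibition of at least 30% and at least 1% of replicates passing that level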;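 note: 0% = median of the neutral control wells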
Glyco luc inh – blocks N-linked glycosylation in D54 reporter cells; D54 ERlucT glycosylation luciferase reporter, 24 h; percent of 100 nM tunicamycin response; 360,000 tested, 0.23% active; reporter increase, % at 12.5 µM; AID 588692;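 active = mean luciferase reporter signal, scaled so untreated is 0 and the glycosylation-blocking control 100, at or above a set limit in every replicate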;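 note: luciferase carries N-glycosylation sites so blocking glycosylation raises the light; 0% = median of neutral control wells and 100% = median of 100 nM tunicamycin wells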
HTR2A ag – agonists of mouse serotonin 5-HT2A receptor (HTR2A); P35363; CHO-K1 mHTR2A beta-arrestin complementation, luminescence; percent of 30 µM serotonin response; activation, % at 7.6 µM; 360,000 tested, 0.66% active; AID 624169;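 active = activation above a run cutoff, the mean activation of all tested compounds plus 3 SD, cut at about 14% in these data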;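 note: 0% = plate median of compound wells and 100% = 30 µM serotonin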
Target sequence (P35363 whole entry, looked up): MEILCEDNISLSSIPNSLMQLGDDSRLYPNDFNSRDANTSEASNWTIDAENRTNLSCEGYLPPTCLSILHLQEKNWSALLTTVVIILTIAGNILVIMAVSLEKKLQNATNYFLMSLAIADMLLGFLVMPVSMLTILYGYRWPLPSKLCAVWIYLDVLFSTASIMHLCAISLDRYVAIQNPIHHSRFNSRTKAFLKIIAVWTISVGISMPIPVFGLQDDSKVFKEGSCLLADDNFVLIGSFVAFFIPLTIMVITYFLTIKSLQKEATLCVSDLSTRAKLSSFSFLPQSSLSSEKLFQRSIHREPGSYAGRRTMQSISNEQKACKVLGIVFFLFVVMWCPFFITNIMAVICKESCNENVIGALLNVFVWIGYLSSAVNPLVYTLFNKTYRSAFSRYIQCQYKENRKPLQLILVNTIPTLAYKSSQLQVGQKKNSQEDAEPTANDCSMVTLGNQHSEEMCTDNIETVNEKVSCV
PDI turbidity – PDI (human) enzyme inhibition. P07237. PDI insulin aggregation turbidity, A650, 90 min. inhibition, % at 10 µM. 350,000 tested, 0.052% active;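 active = mean inhibition across replicates of 30% or more, whatever share of single replicates reach that level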;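 note: absorbance from insulin aggregation driven by PDI reduction with DTT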
Target sequence (P07237 whole entry, looked up): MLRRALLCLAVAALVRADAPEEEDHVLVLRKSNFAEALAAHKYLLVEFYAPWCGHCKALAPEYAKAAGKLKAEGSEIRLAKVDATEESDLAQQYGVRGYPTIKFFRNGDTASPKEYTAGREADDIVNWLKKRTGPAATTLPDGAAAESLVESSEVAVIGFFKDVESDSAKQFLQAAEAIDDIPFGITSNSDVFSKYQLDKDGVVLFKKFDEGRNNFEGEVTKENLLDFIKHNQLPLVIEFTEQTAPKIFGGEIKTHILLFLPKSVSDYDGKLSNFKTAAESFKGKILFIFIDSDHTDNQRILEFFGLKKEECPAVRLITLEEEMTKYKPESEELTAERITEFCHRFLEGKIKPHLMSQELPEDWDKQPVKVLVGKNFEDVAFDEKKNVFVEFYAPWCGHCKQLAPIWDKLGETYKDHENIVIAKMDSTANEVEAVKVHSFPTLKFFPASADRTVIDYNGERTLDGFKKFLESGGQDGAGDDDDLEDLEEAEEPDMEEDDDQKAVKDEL
ABCB6 inh MLPCN – human ABCB6 transporter inhibition; Q9NP58; K562-ABCB6 porphyrin accumulation, flow cytometry, 1 h; hits give low values; fluorescence ratio to DMSO, % at 10 µM; 360,000 tested, 0.19% active;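 active = fluorescence ratio to DMSO below 75%, the collection mean minus 3 SD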;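 note: signal is porphyrin accumulated inside mitochondria; 100% equals median channel fluorescence of DMSO control wells; lower ratio means ABCB6 inhibition with less porphyrin fluorescence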
Vif inh – inhibitors of HIV Vif | HEK293T cells, Vif self-association by quenched fluorescence, imaging, 24 h | inhibition, % at 7.49 µM | 340,000 tested, 0.35% active | AID 602346; in the data active = inhibition above about 50%, passing the limit was not always enough; note: some results filed as inactive read as strong as hits
aDG glyco act – alpha-DG glycosylation activation; Pro5-aDG cells, alpha-DG glycosylation AlphaScreen (IIH6); 0% Pro5, 100% B10-LARGE cell signal; activation, % at 10 µM; 360,000 tested, 0.22% active; AID 624168;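 active = activation of at least 8% versus controls, or a plate z-score of at least 8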;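 note: Pro5 are CHO cells carrying HIG-tagged alpha-DG that lacks glycosylation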
Exocytosis inh – blocks lytic granule exocytosis | TALL-104 LAMP-1 surface exposure, flow cytometry; cells stimulated with thapsigargin and PMA | inhibition, % at 10 µM | 360,000 tested, 0.66% active;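 active = inhibition above about 55%, limit read from the data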
* = called active by the depositor; . = no result given; & = joins results of further samples.

SMILES	hiPSC survival	Cardio protect	CaV13 ICDI inh	Glyco luc inh	HTR2A ag	PDI turbidity	ABCB6 inh MLPCN	Vif inh	aDG glyco act	Exocytosis inh
O=C(/C=C\c1ccc2c(c1)OCO2)NC1(C(=O)Nc2ccc3c(c2)OCO3)CCCCC1	0.1	4	-3	0	-5	15	97	0	-0.6	-2
COc1cc(Cl)ccc1OC1(C)CCN(Cc2ccccc2OC(F)F)C1 (stereo unspecified)	-2.1	-9	-6	-3	7	1	99	5	-0.1	-2
COc1cccc(CCNC(=O)CCCC(=O)c2ccccc2)c1	0.2	1	-15	1	-2	8	99	-10	0.1	-6
O=C(Nc1ccc(N2CCCC2)c(Cl)c1)c1ccccc1F	0.5	-21	-5	-4	10	-8	93	.	0.2	-2
Nc1ccc(S(=O)(=O)c2ccc(NC(=O)c3cccnc3)cc2)cc1	0.8	-5	-17	-1	-2	-4	89	1	-0.2	6
CCOC(=O)C1(C)CCN1C(=O)c1ccccc1C(F)(F)F (stereo unspecified)	-0.6	-6	-19	-1	10	12	98	7	0.5	7
Nc1ccc(Nc2nc3ccccc3[nH]2)cc1	1.2	4	-26	-1	2	2	111	-8	-0.4	8
Cc1nc2c(sc3nc4c(cc32)COC(C)(C)C4)c(=O)n1Cc1ccccc1	4.3	-16	-1	1	-1	2	184	.	-0.1	27
O=C(c1cccc(Cl)c1)N1CCC2CC1c1cc(N3CCOCC3)ccc12 (stereo unspecified)	-1.3	10	-6	2	6	-2	103	-1	0.1	-8
CCOc1ccccc1N1CCN(C(=O)c2c(-c3ccccc3Cl)noc2C)CC1	1.0	0	-4	-3	-1	-2	96	11	-0.2	-3
CCCCC(=O)Nc1cc2nn(-c3ccc(OC)cc3)nc2cc1C	0.0	1	-7	-2	15*	9	99	-3	-0.1	2
Cn1cc(Cc2ccc(C(=O)NC34CC5CC(CC(C5)C3)C4)cn2)c2ccccc21	-1.3	-11	-9	-4	-10	0	95	-12	0.1	-2
CCN1CCN(Cc2ccc(NC(=O)c3ccc(C)c(NC(=O)C(=O)c4c[nH]c5ccccc45)c3)cc2C(F)(F)F)CC1	-5.3&-8.3&-4.8	-29&-12&15	-5&-6	-17&-16&-19	-10&-21&-9	3&5&-11	96&100&95	-9&-13&9	-0.5&-1.0&-1.0	4&-6&18
CCCc1cnc(N2CCN(S(=O)(=O)c3cccs3)CC2)nc1	-0.4	-1	-20	-2	1	0	99	-4	-0.1	7
CCOC(=O)C1CCN(C(=O)COC(=O)c2nn(C)c(=O)c3ccccc23)CC1	1.1	14	-2	0	6	-2	93	-2	0.1	-3
Cc1cc(C(=O)OCC(=O)Nc2nnc(C(C)C)s2)c2ccccc2n1	-1.7	-4	-5	2	6	-6	84	3	0.0	0
C[C@H](O)[C@@H]1CN2CCc3c([nH]c4ccccc34)[C@@H]2C[C@@H]1N(C)C(=O)Nc1cc(Cl)cc(Cl)c1	-2.7	-3	-6	1	7	10	104	.	0.1	-3
Cc1noc(C)c1COc1cccc(C(=O)Oc2ccc3c(c2)OCO3)c1	-1.5	-6	.	2	-1	5	99	0	0.3	-2
CCOC(=O)C1(C)CCCN(C(=O)Cc2ccc3ccccc3c2)C1 (stereo unspecified)	2.3	1	-10	-2	10	1	111	-4	-0.2	3
O=C(NCc1cccnc1)c1ccc2c(c1)OCO2	0.8	4	-6	2	-4	4	104	2	0.0	-2
COc1ccc(C(=O)Cc2ccc(OC)c(OC)c2)cc1	-0.6	-6	-5	-3	9	-4	98	-8	0.0	3
COC(=O)[C@H]1C[C@H]1[C@@H](NC(=O)c1ccc[nH]1)c1ccccc1	-0.6	2	-11	0	5	-1	97	-7	-0.2	15
COc1cc(C(=O)CSc2nncn2C)cc(OC)c1OC	0.4	4	-6	2	6	8	96	20	0.2	-1
Cc1ccc(-n2c(=O)c3sccc3n(CC(=O)NC3CCCCC3)c2=O)cc1	0.2	-1	-4	0	4	5	101	-1	-0.1	0
CCN(CC)C(=O)c1[nH]cnc1C(=O)NC1CCN(C(=O)OC(C)(C)C)CC1	2.3	11	-6	4	-1	2	91	-1	0.1	-3
O=C(Nc1ccc(N2CCOCC2)cc1)c1cc(F)c(F)cc1Cl	0.6	2	-7	3	1	-2	101	-2	-0.2	0
COc1ccc(S(=O)(=O)Nc2ccc(S(=O)(=O)N3CCOCC3)cc2)cc1	-1.1	0	-5	1	-8	-4	103	-1	-0.2	5
CCCOc1ccc(N2C(=O)CC(N3CCC(O)(c4cccc(C(F)(F)F)c4)CC3)C2=O)cc1 (stereo unspecified)	-1.4	-21	-7	1	4	22	98	-10	-0.1	0
CCOC(=O)CN1CC23C=CC(O2)C(C(=O)NCc2ccccc2OC)C3C1=O (stereo unspecified)	-0.4	1	-5	0	-4	.	100	2	-0.1	-1
CCCCN(C(=O)CCC(=O)Nc1cc(C)on1)C(C(=O)NC(C)(C)CC)c1cccc(OC)c1OC (stereo unspecified)	-0.6	2	-3	-1	0	5	93	-5	-0.1	-1

The closing two entries of the part before come first, to join the parts.
SMILES	hiPSC survival	Cardio protect	CaV13 ICDI inh	Glyco luc inh	HTR2A ag	PDI turbidity	ABCB6 inh MLPCN	Vif inh	aDG glyco act	Exocytosis inh
CCOC(=O)CN1CC23C=CC(O2)C(C(=O)NCc2ccccc2OC)C3C1=O (stereo unspecified)	-0.4	1	-5	0	-4	.	100	2	-0.1	-1
CCCCN(C(=O)CCC(=O)Nc1cc(C)on1)C(C(=O)NC(C)(C)CC)c1cccc(OC)c1OC (stereo unspecified)	-0.6	2	-3	-1	0	5	93	-5	-0.1	-1
CCN(CC)C(=O)CSc1ncccc1-c1nc2ccccc2[nH]1	0.1	0	3	-5	-2	-1	93	4	0.0	-8
Cc1cc(S(=O)(=O)Nc2ccc(C(=O)NCC(c3ccco3)N3CCCCC3)cc2)ccc1F (stereo unspecified)	-0.5	7	-6	0	-7	3	97	-13	0.1	6
O=C(NCc1ccccc1)C(=O)c1cn(CC(=O)N2CCOCC2)c2ccccc12	0.0	2	-6	1	1	-3	93	-17	-0.3	0
O=c1[nH]nc2n1CCCCC2	-4.2	1	.	0	-2	-4	102	18	-0.2	-2
CC(C)(C)c1cc(=O)n2c(C#N)c(C#N)nc2[nH]1	-2.2	2	-4	-1	-1	-1	98	14	-0.1	3
CCOc1cc2[nH]c(=O)n(CCCCCC(=O)NC3CCCC3)c(=O)c2cc1OCC	0.3	-1	-2	-2	4	2	89	9	-0.3	20
CN(C)CCC(c1ccccc1)c1ccccn1 (stereo unspecified)	4.3&2.8&0.5	17&0&-4	-5&-5&-6	3&2&0	2&-1&-3	3&1&-7	100&99&98	-8&-7&-1	-0.2&0.1&-0.1	1&5&1
O/N=C/c1ccc(OCC(O)COc2ccc(/C=N/O)cc2)cc1	0.1	-11	-2	1	0	6	205	.	-0.9	25
O=C(Nc1ccc([N+](=O)[O-])cc1)C1(c2ccccc2)CCOCC1	-1.6	0	-13	0	0	-3	99	-1	-0.2	-1
O=C(COC(=O)CCC(=O)c1ccc2c(c1)OCCO2)NCc1ccc2c(c1)OCO2	1.5	-6	-4	1	1	4	101	11	0.2	2
NC(=O)[C@H]1CC2(CC(c3cccc(NC(=O)COc4ccc(Cl)cc4)c3)=NO2)CN1C(=O)[C@H]1CCC(=O)N1 (stereo partly specified)	-4.2	2	-8	0	-1	-7	93	0	0.0	-8
O=C(CN(C(=O)c1csnn1)c1ccc2c(c1)OCCO2)NCc1ccccc1	-0.4	-3	-6	3	15*	4	102	-4	0.1	30
CC(=O)Nc1ccc(S(=O)(=O)N2CCN(Cc3csc(C)n3)CC2)cc1	-0.6	-2	.	0	-2	1	95	-7	0.5	-4
CCCC(=Nc1ccc(N)cc1)C1=C(O)C(C(=O)OC)C(C)(C)CC1=O (stereo unspecified)	-0.9	-7	-13	6	0	-9	103	0	1.2	-1
Cc1cc(C)n(-c2nnc(C)n2/N=C/c2ccccc2OCc2ccccc2Cl)n1	0.8	-4	.	3	-1	-1	102	0	0.2	5
Cc1ccnc(NC(=S)NC(=O)c2ccco2)c1	-3.9	-18	-3	-2	-2	0	103	-2	-0.1	4
O=C(Cn1ncc2c(=O)oc3ccccc3c21)NCc1cccnc1	-0.9	20	7	0	0	14	98	-2	-0.1	-2
COC(=O)c1cc(NC(=O)Cc2cccs2)cc(C(=O)OC)c1	1.2	-4	-6	1	0	3	100	5	-0.1	-12
O=C(O)c1ccc(COc2cccc(CO)c2)cc1	0.9	-4	-7	2	0	-5	97	7	-0.4	0
Cc1ccc(NS(=O)(=O)c2ccc(C(=O)N3CC(C)CC(C)C3)cc2)cc1 (stereo unspecified)	0.2	-10	-6	0	8	-6	99	.	0.4	8
Cc1cccc(C)c1-n1nnnc1C1(C)CCC(=O)N1c1ccc(N2CCOCC2)cc1 (stereo unspecified)	-0.4	.	-6	.	-1	.	100	.	-0.2	-5
Cc1cc(NC(=O)CSc2nnc(-c3ccncc3)n2-c2ccccc2)no1	-1.8	19	-13	2	0	-2	93	-2	0.1	5
Cc1ccc(NC2CCCN(C(=O)c3cc(C(C)C)[nH]n3)C2)cc1C (stereo unspecified)	0.3	-1	-2	-2	-3	4	100	-2	0.2	-10
N#Cc1c(/N=C/N2CCCC2)oc(-c2ccccc2)c1-c1ccccc1	0.2	12	.	2	-5	-4	103	19	0.4	-12
Cc1ccc(S(=O)(=O)NCc2ccc(C(=O)N3CCN(c4ccccc4)CC3)cc2)cc1	0.4	-2	-6	-5	0	2	91	2	-0.2	12
CC(C)(C)NC(=O)NC(=O)CSc1ncc(C(F)(F)F)cc1Cl	-1.5	-2	-7	0	2	4	102	1	0.3	1
CCOC(=O)CC1=CSC2=NS(=O)(=O)CCN12	0.9	-9	.	1	-2	-1	92	2	0.0	4
O=C(NCCc1ccncc1)Nc1ccc(Cl)c(Cl)c1	-0.4	2	-7	-3	-1	-1	97	-6	0.0	0
Cc1noc(C)c1S(=O)(=O)Nc1cccc(CO)c1	-0.2	5	-3	2	8	-1	95	-7	-0.1	5
CC1CCN(C(=O)CSc2nnc3c(n2)[nH]c2ccc(F)cc23)CC1	1.7	-17	-5	-3	5	-4	94	-4	0.3	-1
CCC(C(=O)NCc1cccnc1)n1nc(C)c2sc3ccccc3c2c1=O (stereo unspecified)	0.1	-4	-7	2	1	3	99	-3	0.4	5
O=S(=O)(c1cccc(S(=O)(=O)N2CCC(Cc3ccccc3)CC2)c1)N1CCOCC1	-0.2	-18	-4	-1	-5	-1	95	-9	-0.1	2
COc1ccc(NC(=O)C2CCCN(S(=O)(=O)c3ccc(-n4cnnn4)cc3)C2)cc1 (stereo unspecified)	-0.1	-2	-5	-2	-6	2	100	-3	0.0	9
COc1ccc(-c2cc(C(F)(F)F)nc(SCCC(=O)N3CCOCC3)n2)cc1	3.4	36	.	-2	0	-10	93	-6	0.5	-1
Cc1noc(C(=O)Nc2ccc3c(c2)OCO3)c1Cl	0.2	-7	-6	3	6	-4	95	.	-0.2	0
CCN(C(=O)Cc1ccc(Br)cc1)C1CCCCC1	2.2	-2	.	-2	0	5	95	8	0.3	-6
N#C/C(=C\c1ccccc1)C(=O)NC1CC1	-0.3	-3	-2	0	3	-13	93	4	-0.1	-3
COc1ccc(CC(=O)n2nc(-c3ccc(Cl)cc3)nc2NCc2ccco2)cc1	-2.1	-6	-8	13	3	3	98	0	0.1	0
O=C(Cc1c(Cl)cccc1Cl)Nc1ccncc1	1.4	-7	.	-3	3	-4	101	-14	0.4	5
COc1ccccc1NC(=S)NCc1cccs1	-0.9	-1	-5	3	6	8	101	10	0.1	0

Compounds were not picked by outcome; overall some 3.1% were active at least once.
